mHtt clearance: compounds clearing mutant huntingtin protein; inhibition, % at 1.5 µM; AID 853; HeLa Exon1htt(103Q)mCFP, aggregate imaging; zero = plate's median compound well; 47,000 tested, 0.42% active;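 active means inhibition of aggregate fluorescence above about 70%, also judged a hit by eye on the cell image, limit read from the data, passing the limit was not always enough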;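 further: cells exposed to compound for three days before fixation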
mHtt clearance grain fraction: second read-out of mHtt clearance, no call of its own (marks repeat the call); fraction fluorescence in grains; measured here: aggregate grain fluorescence fraction; hits give low values;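 scaled fraction of total cell fluorescence in grains with unit not stated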
An asterisk follows results filed as active; i = inactive. An excerpt; the hit share may differ from the screen's.

SMILES | mHtt clearance | mHtt clearance grain fraction
CCOC(=O)N1CCC(N2C(=O)c3ccccc3C2Nc2cc(OC)c(OC)c(OC)c2)CC1 (stereo not given) | -92 | 62
O=C(CSc1nnc(-c2ccccc2)o1)OCc1ccccc1 | -19 | 25
CCCCC1CCC(c2nc(-c3ccccn3)no2)CC1 (stereo not given) | -95 | 40
O=S(=O)(c1cccc(-c2nnc(SCc3ccc(Cl)cc3)o2)c1)N1CCCCC1 | -38 | 41
Nn1c(CSc2nc3ccccc3o2)nnc1CSc1nc2ccccc2o1 | 50 | 9.8
COC(=O)c1cc(NC2c3ccccc3C(=O)N2CCN2CCOCC2)cc(C(=O)OC)c1 (stereo not given) | -19 | 58
CN(CC(=O)NCCN1CCCCCC1)S(=O)(=O)c1cccc2nsnc12 | -17 | 51
Cc1oc(/N=C/c2ccc(Cl)cc2)c(C#N)c1C | 19 | 30
CC(=O)C1=C(C)NC(SCC(N)=O)=C(C#N)C1c1cccnc1 (stereo not given) | -16 | 45
Cc1ccc(CCNC(=O)C2CCC(CNc3c(N4CCCC4)c(=O)c3=O)CC2)cc1 (stereo not given) | 1 | 52
O=C(CSc1nnnn1C1CCCC1)Nc1ccc2c(c1)OCO2 | -76 | 37
COc1ccc2occ(C(=O)c3coc4ccc(O)c(CN(C)C)c34)c2c1 | 35 | 26
CCOC(=O)c1cnc(-n2nc(C)cc2C)nc1N1CCOCC1 | 13 | 33
COc1ccccc1C(=O)O/N=C1/CCCc2c1ccc(OC)c2[N+](=O)[O-] | 41 | 24
Cc1ccc(C(=O)c2nocc2C(=O)c2cccs2)cc1 | 8 | 34
CC(C)NC(=O)COc1ccc(/C=N/NS(=O)(=O)c2ccccc2)cc1 | 41 | 18
C=CCNc1nc(NC(C)(C)CO)nc(OC)n1 | -114 | 38
COc1ccccc1C(=O)N1CCN(C(=O)c2ccncc2)CC1 | 46 | 11
O=C(CNS(=O)(=O)c1cccc(C(F)(F)F)c1)Nc1ccccc1F | -59 | 59
O=C(NCCCn1ccnc1)C(=O)NCc1ccc(Cl)cc1 | -16 | 22
CC(C)[C@H](NC(=O)Nc1ccc(Oc2ccccc2)cc1)C(=O)O | -38 | 47
COCCNc1nc2c(c(=O)n(Cc3ccc(OC)cc3)c(=O)n2C)n1C | 23 | 33
COc1ccccc1OCCNC(=O)c1ccccc1C | -29 | 25
CCc1ccc(CNC(=O)c2cc3c(C)nc4ccccc4c3o2)cc1 | 24 | 27
COC(=O)c1sc(NC(=O)C(C)C)c(C(=O)OC)c1C | 23 | 31
Nc1nc(SCc2ccc(Cl)cc2Cl)n[nH]1 | -22 | 20
CCOCCc1nnc(NC(=O)C(CC)c2ccccc2)s1 (stereo not given) | -46 | 28
COc1cccc(-c2cc(C(=O)Nc3cnn(Cc4ccccc4C)c3)no2)c1 | -14 | 23
CCOC(=O)c1ccccc1OCc1cc(/C=N/n2cncn2)ccc1OC | -11 | 20
Cc1noc(NS(=O)(=O)c2ccc(NC(=O)CCC3CCCCC3)cc2)c1C | -64 | 31
O=C(Nc1cccc(Br)c1)c1ccc(CSc2ccccc2)cc1 | 3 | 30
COc1ccc(C2c3sc(=O)[nH]c3SC3C4CCC(C4)C23)cc1 (stereo not given) | 2 | 19
O=C(CCS(=O)(=O)Cc1ccccc1)NC1CCCCC1 | 10 | 19
COC(=O)c1nn(-c2ccccc2)c(Cl)c1/C=N/OC(=O)c1ccc(Cl)c(Cl)c1 | -25 | 51
O=C(Cc1cn2ccsc2n1)Nc1nc2c(s1)CCCC2 | -26 | 53
O=C(c1nn(Cc2ccccc2)c(=O)c2ccccc12)N1CCc2ccccc2C1 | -19 | 45
CCC(Cc1ccccc1)NC(=O)CSc1ccsc1[N+](=O)[O-] (stereo not given) | -19 | 25
Cc1ccc(S(=O)(=O)/N=C(\c2ccccc2)N(C)S(=O)(=O)c2ccc(C)cc2)cc1 | -18 | 24
CC1(C)OC(=O)C(=CNc2cccc(C(=O)O)c2)C(=O)O1 | 3 | 35
C=CCSc1nc(=O)n2cccc(C)c2n1 | -14 | 44
CCCn1c(C)nc2c(c1=O)c1nc3ccccc3nc1n2CCc1ccccc1 | 34 | 12
CSc1[nH]c(=O)c(C(=O)O)cc1C#N | -8 | 34
CCCn1c(Cc2ccccc2)nnc1SCC(=O)N1CCOCC1 | 20 | 13
c1ccc(OCCCc2nc(-c3ccncc3)no2)cc1 | -42 | 30
O=C(CSc1ncn[nH]1)Nc1cccc2ccccc12 | 48 | 8.6
O=C(CCN1C(=O)c2ccccc2C1=O)Nc1ccc2c(c1)OCCO2 | 50 | 11
c1ccc2c(c1)NC1(CCCC1)n1c-2nc2ccccc21 | -94 | 83
O=C(NCCCN1CCOCC1)c1cc2c(s1)CSC2 | -61 | 58
COc1ccc2c(CSc3nc4nc(C)cc(C)n4n3)cc(=O)oc2c1 | 51 | 11
COc1ccc(-c2cc(=O)oc3cc4occ(C)c4cc23)cc1 | -43 | 56
O=C(Nc1ccc(N2CCCC2)cc1)c1ccccc1F | -5 | 20
O=C(CSc1nnc(CNC(=O)c2cccs2)o1)Nc1cccc(C(F)(F)F)c1 | 47 | 10
CCc1c(C)[nH]c(=S)c(C#N)c1C | -14 | 39
Cc1c(NC(=O)C(C)NCC2CCCO2)c(=O)n(-c2ccccc2)n1C (stereo not given) | -45 | 55
CCCCOc1ccc(-c2ncc(C(=O)OCC)c(N)n2)cc1 | 24 | 13
CCCc1ccc(C(=O)N2CCN(c3ccccc3OCC)CC2)cc1 | -8 | 20
Cc1ccc(NC(=S)N2CCN(Cc3ccc4c(c3)OCO4)CC2)c(C)c1 | -23 | 47
CCOC(=O)c1cc(NC(=O)SCC(=O)O)c(C)nc1C | 12 | 17
CN(C(=O)COc1ccccc1)c1nnc(-c2cccnc2)s1 | 18 | 33
Cc1ccc(N(CC(=O)NC2CC3CCC2C3)S(C)(=O)=O)cc1C (stereo not given) | -49 | 47

Next entries follow.
SMILES | mHtt clearance | mHtt clearance grain fraction
O=C(CN1CCCCC1)Nc1cccc(-n2cnnn2)c1 | 19 | 15
C=CCn1c(C)cc(C(=O)COc2nncc3ccccc23)c1C | -43 | 45
CN(C(=O)CSc1nc2c(c(=O)[nH]1)CCCC2)C1CCCCC1 | -12 | 21
O=C(Nc1ccc2c(c1)OCO2)Nc1ccc(Cl)cc1Cl | -14 | 35
ON1C2CCCCC2N(O)C1c1c(F)c(F)c(F)c(F)c1F (stereo not given) | -25 | 58
CCOC(=O)c1ccccc1NC(=O)c1cccs1 | 28 | 26
COc1ccc(-c2noc(-c3ccco3)n2)cc1OC | -62 | 34
COC(=O)c1c(NC(=O)c2nc3ccccc3s2)sc2c1CCN(C(C)=O)C2 | 7 | 38
CC(=O)Nc1ccccc1C(=O)C(=O)Nc1ccc(F)cc1 | -48 | 58
COc1ccc(NCCNc2ccc(OC)cc2)cc1 | 50 | 18
O=C(c1ccco1)N1CCN(c2ccc(Cl)cc2)CC1 | 37 | 13
COc1cc2cc(C(c3nnnn3C(C)(C)C)N3CCc4ccccc4C3)c(=O)[nH]c2cc1OC (stereo not given) | 28 | 25
O=C(CSc1ccc2nnc(-c3ccccn3)n2n1)N1CCN(c2ccccc2)CC1 | 27 | 25
Cc1ccc(C(=O)Nc2ncc(Cc3ccc(F)cc3)s2)o1 | -118 | 39
c1ccc(N2CCN(c3ncccn3)CC2)cc1 | -21 | 46
O=C1c2ccccc2C(=O)N1Cc1ccc2c(c1)OCO2 | 2 | 20
Cc1cc(C)n(-c2nc(C)nc3sc4c(c23)CCC(C)C4)n1 (stereo not given) | -35 | 63
Cc1csc(NC(=O)C2CCCN(S(=O)(=O)c3ccc4c(c3)oc(=O)n4C)C2)n1 (stereo not given) | 15 | 44
CC(C)c1ccc(NS(=O)(=O)c2ccc3[nH]cc(C(=O)N4CCC(C(N)=O)CC4)c(=O)c3c2)cc1 | -29 | 27
Cc1c(F)cccc1NC(=O)CSCC(=O)Nc1ccccc1 | i | 287
COC(=O)C1=C(N)OC2=C(C(=O)CC(C)(C)C2)C1c1ccoc1 (stereo not given) | 9 | 31
CCN1CCCC1CNC(=O)Cn1cnc2ccc(S(=O)(=O)N3CCC(C)CC3)cc2c1=O (stereo not given) | -102 | 66
COc1cccc(N2CC(C(=O)Nc3c(C)cccc3C)CC2=O)c1 (stereo not given) | -4 | 20
CCCc1cc(C(=O)Nc2sc(C(C)=O)c(C)c2C(=O)OCC)no1 | 2 | 31
CN(C)c1ccc(/C(=N\O)c2ccccc2)cc1 | 4 | 19
C/C(=N\O)c1ccc2[nH]ccc2c1 | 58 | 16
O=C1C2C(C(=O)N1Cc1ccco1)C1C=CC2C12CC2 (stereo not given) | -9 | 22
Cc1cccc(NCc2ccccc2O)c1C | -57 | 58
Cc1ccc(Cn2c(SCc3cccnc3)nc3c2c(=O)n(C)c(=O)n3C)cc1 | 25 | 30
CCc1ccccc1N1CSC2=C(C#N)C(c3ccccc3F)CC(=O)N2C1 (stereo not given) | -6 | 51
Cc1ccc(S(=O)(=O)O)c(C)c1N1CCCC1=O | 18 | 16
O=S(=O)(c1ccc(N2CCC(c3ccc(Cl)cc3)=N2)cc1)N(CCO)CCO | -1 | 24
COc1ccc(N2CCN(C(c3cccs3)c3nnnn3C3CCCC3)CC2)cc1 (stereo not given) | 9 | 17
O=C(c1nc(-c2ccccc2)n(-c2ccccc2)n1)N1CCCCCC1 | 8 | 34
S=C1NCCOCCOCCOCCOCCNC(=S)NCCOCCOCCOCCOCCN1 | 78* | 4.2*
Cc1nn2c(N3CCN(C(=O)c4ccco4)CC3)cc(C(C)(C)C)nc2c1-c1ccccc1 | -4 | 37
CC(C)Cc1nc2oc3c(NCc4cccnc4)ncnc3c2c2c1CCC2 | 29 | 23
CCOC(=O)c1cc2sccc2n1CC(=O)N1CCN(C(=O)c2ccco2)CC1 | 17 | 30
C/C(N)=C(/C#N)C(=O)CSc1n[nH]c(-c2ccccc2Br)n1 | -10 | 47
CCOCc1nc(C)c(Cl)c(NS(=O)(=O)c2ccc(N)cc2)n1 | 13 | 17
Cc1nn(C(=O)c2cc3sccc3[nH]2)c(C)c1C | 34 | 11
CCCN(CCO)Cc1cccc(Br)c1 | -24 | 23
CCOC(=O)N1CCC(NC(=O)C2CCC(CNS(=O)(=O)c3ccc(OC)cc3)CC2)CC1 (stereo not given) | 4 | 35
Cc1c(C(=O)NCC2COc3ccccc3O2)oc2ccc(S(=O)(=O)N(C)C3CCCCC3)cc12 (stereo not given) | 0 | 21
COCCn1ccc(O)c(Cc2ccccc2)c1=O | 17 | 32
O=C(CSc1nnc(-c2cccc(Cl)c2)o1)Nc1ccc2c(c1)OCCO2 | -33 | 24
Nc1ccc(Br)c2c1C(=O)c1ccccc1C2=O | 4 | 38
CCCCn1cnc2sc(-c3ccccc3)cc2c1=O | -14 | 43
CC(C)(c1ccccc1)c1ccc(OCCn2cnc3ccccc3c2=O)cc1 | -28 | 25
CC(=O)Nc1cc2c(cc1C(=O)c1ccc(C)cc1)OCCO2 | -20 | 22
O=C(O)COc1cccc2nsnc12 | 0 | 39
Cc1occc1-c1nnc(SCC(=O)NCc2ccco2)n1CC(C)C | 11 | 19
N#CCCNCC1(c2ccccc2)CCCC1 | 49 | 9.8
Cc1cc(C)c2c(n1)nn1c(N3CCN(c4cccc(Cl)c4)CC3)cc(C)nc21 | -28 | 26
O=c1cc(-c2ccc(Cl)c(Cl)c2)[nH][nH]1 | 12 | 16
CN(C(=O)c1cccs1)c1ccccc1C(=O)O | 7 | 34
O=C(Nc1ccc(-c2nc3ccccc3o2)cc1)c1cc(-n2cnnc2)ccc1Cl | -10 | 22
Cc1cc(NC(=O)c2cc(C3CC3)on2)n(-c2ccccc2)n1 | 15 | 27
O=C(CSc1ccc2nnc(-c3cccnc3)n2n1)N1CCOCC1 | -1 | 34
COc1ccc(C2/C(=C(/O)c3ccc(C)cc3)C(=O)C(=O)N2C)cc1 (stereo not given) | -18 | 42

More results:
SMILES | mHtt clearance | mHtt clearance grain fraction
CCCc1cc(C(=O)NCc2ccc(OC)cc2)no1 | 32 | 24
N/C(=N\O)C1COc2ccccc2O1 (stereo not given) | 22 | 29
CCCCCOc1ccc(NS(C)(=O)=O)cc1 | -3 | 43
O=C(CN1C(=O)NC2(CCCC2)C1=O)Nc1cccc(-c2nnc3n2CCCCC3)c1 | -6 | 41
N#Cc1c(NC(=O)CSc2ncccn2)oc(-c2ccccc2)c1-c1ccccc1 | 0 | 20
CCOC(=O)c1sc(/N=C/N(C)C)c(C(=O)OCC)c1C | -23 | 25
Nc1cnn(C2CCCO2)c(=O)n1 (stereo not given) | -55 | 53
CCOc1ccccc1-n1c(SCC(N)=O)nc2ccccc2c1=O | 12 | 18
